MsrA inhibitor: bovine MsrA enzyme inhibitors, primary screen, biochemical, absorbance, HTS; Methionine sulfoxide reductase A (Bos taurus); 360,000 compounds, 0.75% hits; inhibition, % at 15.5 µM; purified bovine MsrA, absorbance read-out; in the data active = inhibition above about 4.5%;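 note: 0% = vehicle wells with enzyme and 100% = reference inhibitor wells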
FAS-TE inh: FAS thioesterase domain inhibitors, primary screen, biochemical, fluorescence intensity, uHTS; recombinant FAS-TE, OMFH fluorogenic substrate, fluorescence endpoint; inhibition, % at 15 µM; 360,000 compounds, 0.67% hits; Fatty acid synthase (Homo sapiens), P49327;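 active = compounds whose normalised, plate-corrected inhibition of enzyme fluorescence in the single-dose primary screen is 50% or more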;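 note: 0% = DMSO with enzyme and 100% = substrate without enzyme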
bovine MsrA act: bovine MsrA enzyme activators, primary screen, biochemical, absorbance, HTS; Methionine sulfoxide reductase A (Bos taurus); purified bovine MsrA, absorbance read-out; activation, % at 10.6 µM; 360,000 compounds, 0.3% hits; AID 602163, 2012; in the data active = activation above about 7.5%;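 note: 0% = vehicle and 100% = reference activator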
Neddyl block: inhibitors of cullin neddylation, primary screen, biochemical, TR-FRET, uHTS, NAE and Ubc12; calls only at 25 µM; 360,000 compounds, 0.58% hits; AID 651699, 2012; in the data active = inhibition above about 36%
MT1-MMP act inh: blockers of MT1-MMP proenzyme processing, primary screen, HT1080 RFP-PRO-GFP cells, GFP/RFP fluorescence; GFP/RFP ratio change, % at 20 µM; 360,000 compounds, 0.061% hits; GFP/RFP ratio fluorescence, overnight; percent of plate control window, DMSO zero;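 active = GFP/RFP ratio change of at least 30% with cell ATP level not reduced by more than half and red fluorescence within 50% of control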; note: strong numbers were not always called active
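Assay system – RFP-PRO-GFP reporter HT1080 cells · Compound dosing – single dose of 20 µM compound, 1% DMSO final · Incubation – overnight compound exposure at 37 °C · Measure – GFP/RFP fluorescence ratio · Benchmarks – DMSO wells and RFP-L50D-GFP cells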
NRP1-CendR mod: modulators of CendR peptide binding to NRP-1, primary screen, biochemical, fluorescence polarization, uHTS. Neuropilin-1 (Homo sapiens), O14786. FAM-RPARPAR peptide binding to NRP-1. inhibition, % at 25 µM. 360,000 compounds, 0.85% hits. AID 602438, 2012;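 active = inhibition or corrected inhibition above about 18%, plus a signal ratio from 0.5 to 1.5, limit read from the data, passing the limit was not always enough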; note: strong numbers were not always called active
eLon inh: inhibitors of E. coli Lon protease, primary screen, biochemical, fluorescence polarization | 360,000 compounds, 0.42% hits | purified E. coli Lon protease | P0A9M0 | inhibition, % at 7.94 µM; in the data active = inhibition above about 13%, passing the limit was not always enough;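 note: 0% = enzyme with probe and DMSO and 100% = no enzyme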
Target sequence (P0A9M0 whole entry, looked up): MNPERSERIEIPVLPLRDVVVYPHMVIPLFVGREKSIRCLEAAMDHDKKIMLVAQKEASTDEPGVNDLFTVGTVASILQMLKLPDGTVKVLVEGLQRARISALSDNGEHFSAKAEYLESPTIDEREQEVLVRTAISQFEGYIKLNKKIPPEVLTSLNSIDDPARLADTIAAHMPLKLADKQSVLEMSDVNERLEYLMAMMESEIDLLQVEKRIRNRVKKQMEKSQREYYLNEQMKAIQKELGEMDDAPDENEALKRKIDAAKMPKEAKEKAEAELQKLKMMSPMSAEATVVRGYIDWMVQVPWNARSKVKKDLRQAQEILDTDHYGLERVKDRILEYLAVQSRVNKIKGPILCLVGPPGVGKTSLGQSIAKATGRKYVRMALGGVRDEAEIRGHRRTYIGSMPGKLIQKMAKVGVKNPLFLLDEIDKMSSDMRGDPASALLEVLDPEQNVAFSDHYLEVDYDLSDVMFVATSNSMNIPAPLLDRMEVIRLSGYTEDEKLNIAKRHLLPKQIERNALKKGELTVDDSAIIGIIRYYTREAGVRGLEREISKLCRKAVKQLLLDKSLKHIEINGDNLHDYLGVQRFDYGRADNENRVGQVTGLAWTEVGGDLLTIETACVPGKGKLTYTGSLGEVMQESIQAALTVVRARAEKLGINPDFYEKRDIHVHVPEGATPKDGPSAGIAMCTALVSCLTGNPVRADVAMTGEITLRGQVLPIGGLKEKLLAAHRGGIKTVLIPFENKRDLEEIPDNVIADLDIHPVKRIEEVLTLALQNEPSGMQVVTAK
SKN-1 block: suppressors of acrylamide-induced Pgst-4::GFP reporter in worms, primary screen, SKN-1 inhibitor project, whole organism, uHTS, GFP/RFP fluorescence ratio, strain VP596; C. elegans VP596 Pgst-4::GFP/RFP ratio, 24 h; inhibition, % at 21.8 µM; 360,000 compounds, 0.49% hits; AID 624304, 2012;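 active = interference check ratio from 0.5 to 1.5 plus GFP to RFP signal ratio inhibition reaching or exceeding a fixed threshold, cut at about 30% in these data, passing the limit was not always enough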; note: some compounds called inactive have numbers as strong as hits
Rin1 Abl inh: inhibitors of Rin1-Abl protein binding, primary screen, biochemical, TR-FRET. inhibition, % at 7.35 µM. 360,000 compounds, 0.4% hits; in the data active = inhibition above about 5%, passing the limit was not always enough
Starred values were filed as active, the others as inactive; i = inactive; . = not tested or not shown.

SMILES	MsrA inhibitor	FAS-TE inh	bovine MsrA act	Neddyl block	MT1-MMP act inh	NRP1-CendR mod	eLon inh	SKN-1 block	Rin1 Abl inh
Cc1c(NS(=O)(=O)c2ccc3c(c2)Cc2ccccc2-3)c(=O)n(-c2ccccc2)n1C	0.0	-0.6	-2.2	i	1.4	-6.6	-1.3	-6.8	2.9
Cc1cccc(NC(=O)C2CCN(C(=O)c3ccccc3C)CC2)n1	-1.6	-0.1	-2.2	i	-1.5	16.0	13.1	-4.3	0.8
N#CCSc1nc(N)c(C#N)c(C2CCCCC2)c1C#N	-1.0	22.1	-10.9	i	7.9	1.3	-5.4	-15.6	0.2
O=C(CN(C(=O)CCC(=O)Nc1ccccn1)c1ccc2c(c1)OCO2)NCc1ccc(F)cc1	-0.6	8.1	-2.3	i	3.5	9.8	1.1	11.1	1.9
O=C(O)c1ccccc1-c1ccccc1C(=O)Nc1nc2ccccc2s1	-0.5	-17.1	-2.6	i	-6.0	-3.9	3.0	5.9	1.1
Cc1cc(C(=O)N(C)CC2CCCN(CCc3ccc(F)cc3)C2)c(C)o1 (configuration not stated)	-1.6	-5.2	-4.1	i	-2.3	-3.2	-2.5	-2.3	4.7
O=C(Nc1ccccc1N1CCOCC1)c1cccc(S(=O)(=O)Nc2ccccc2F)c1	-0.7	0.5	-4.0	i	-3.1	5.2	-7.0	2.0	2.7
COc1ccc(CNc2nc3c(c(=O)[nH]c(=O)n3C)n2Cc2ccccc2)cc1	-0.7	-7.0	-4.4	i	-0.1	-8.5	-5.1	-0.3	5.6
CCn1c(SCC(=O)N/N=C/c2cccs2)nc2ccccc21	0.5	0.7	-2.2	i	2.3	-1.5	3.3	11.5	-2.7
CCC(CC)C(=O)c1c[nH]c(C(=O)N2CCN(c3ccccc3)CC2)c1	0.8	-7.6	-2.4	i	0.7	0.1	-0.5	6.5	2.6
Cn1c(=O)c2c(ncn2CC(=O)N2CCCc3ccccc32)n(C)c1=O	0.2	-2.2	-2.5	i	9.2	-5.6	-7.3	15.2	-0.7
CCCCNC(=O)N1CCN(Cc2ccc(F)cc2)CC1	-1.1	-4.8	-2.5	i	0.6	-8.1	-5.7	12.2	-2.6
CC(C(=O)N1c2ccccc2CC1C)N1CCN(S(=O)(=O)c2ccccc2F)CC1 (configuration not stated)	-0.9	5.0	-2.0	i	-1.4	-1.3	3.9	-14.7	1.4
COc1ccc2[nH]c(=O)c(CN(C)C(=O)C3CCCCC3)cc2c1	0.8	-6.2	-2.0	i	5.3	15.5	-6.5	22.4	-5.6
CCC(=O)Nc1cc2c(cc1Cl)-c1ccccc1C2	-0.3	-0.9	-3.4	i	9.9	13.7	0.6	27.6	-0.1
Cc1oc(-c2ccccc2Cl)nc1CN(Cc1ccccn1)C[C@@H]1CCC(=O)N1	-1.2	-4.3	-4.4	i	2.3	-12.0	-0.6	17.1	3.3
Cn1cccc1C1C(C#N)=C(N)OC2=C1C(=O)CC(C)(C)C2 (configuration not stated)	1.8	-5.2	-3.5	i	-0.9	14.1	-2.3	5.2	0.9
Cc1ccc2nc(-c3ccc(F)cc3)c(Cc3cccc(Cl)c3)n2c1	0.4	14.7	-2.2	i	-3.4	-5.4	7.0	10.0	1.5
CCN(CC(=O)Nc1ccc2c(c1)OCCO2)CC(=O)Nc1ccc(C)c(S(=O)(=O)N(C)C)c1	0.1	6.7	-1.6	i	-2.6	7.7	-0.4	9.8	2.1
CC(NC(=O)NNC(N)=S)(C(F)(F)F)C(F)(F)F	-0.5	-7.9	4.3	i	3.1	-3.3	3.1	-7.5	1.5
CCC(CO)Oc1cc(NC(=O)c2cccc3ccccc23)c2ncn(C(C)C)c2c1 (configuration not stated)	-0.3	9.2	-15.1	i	8.0	-12.7	11.6	-5.3	4.1
CCC(C)c1ccc(NC(=O)c2cccnc2)cc1 (configuration not stated)	-0.8	0.8	-0.5	i	-1.2	4.8	1.4	11.3	-1.5
COC(=O)c1sc(NC(=S)NC(=O)c2cc(OC)c(OC)c(OC)c2)nc1C	-1.1	5.0	-1.5	i	-3.1	-3.3	4.1	8.6	-2.6
CN(C)CCCNC(=O)C[C@H]1C[C@H](C(=O)N2CCCCC2)[C@@]2(CCc3ccccc3)c3[nH]c4cc(-c5ccco5)ccc4c3CCN2C1=O	-1.0	5.5	-0.5	.	1.7	-14.1	-2.1	1.8	-2.5
CCOc1ccc(N2C(=O)CC(N3CCN(C(=O)CN4CCCC4)CC3)C2=O)cc1 (configuration not stated)	-0.4	-6.5	-0.4	i	4.3	11.2	-1.4	-1.0	-1.5
COc1ccc(C(C(=O)NC2CCCCC2)N(Cc2cccs2)C(=O)Cc2c[nH]c3ccccc23)cc1OC (configuration not stated)	0.0	-6.8	-12.9	i	-3.3	-17.1	0.5	2.1	-1.0
COc1ccc(S(=O)(=O)N2CCCCC2)cc1NC(=O)Cn1c(=O)cnc2ccccc21	-1.0	-3.2	-7.0	i	3.9	-4.2	0.7	-10.7	0.3
Cc1ccc(N2C(=O)N(CC(=O)NC(N)=O)C(=O)C2C)cc1 (configuration not stated)	1.6	-9.1	-8.9	i	-0.2	4.1	3.2	-11.7	1.8
Cc1ccc(/C=N/NC(=O)CSc2nc3nc(C)cc(C)n3n2)cc1	-0.9	-2.0	-1.4	i	5.4	-2.0	-5.4	4.1	-2.0
Cc1ccsc1C(=O)Nc1cc(Cl)ccc1-n1cncn1	0.4	2.3	-0.7	i	-7.3	-14.2	-6.6	-4.0	2.1
COc1ccc(CCN(Cc2ccccn2)C(=S)Nc2ccccc2C)cc1OC	0.2	2.3	-3.5	i	-0.6	11.7	-2.9	-3.5	-2.1
CCN1CCCC1CNC(=O)c1cc2c(OC)c(OC)c(OC)cc2[nH]1 (configuration not stated)	1.4	-8.7	0.0	.	2.1	5.1	-16.0	20.1	2.6
Cc1[nH]n(-c2cccc3ccccc23)c(=O)c1/C=N/NC(=O)c1cccc([N+](=O)[O-])c1	-1.3	25.9	-3.8	i	2.1	-16.8	1.6	17.5	-2.9
CC(C)CN1CCN(Cc2cnc(N3CCOCC3)s2)CC1CCO (configuration not stated)	0.1	-2.7	-1.6	i	-3.1	-13.7	-13.4	-1.7	-1.7
CC(C)COC(=O)C1C2C=CC3(CN(C4CCCC4)C(=O)C13)O2 (configuration not stated)	0.0	1.8	0.1	i	1.1	-11.7	-3.3	11.1	-1.2
S=c1[nH]c(-c2ccc(Cl)cc2)cs1	0.8	3.8	5.7	i	-0.8	-13.0	1.4	0.0	-1.3
CS(=O)(=O)c1ccc(NCC2CCCO2)c([N+](=O)[O-])c1 (configuration not stated)	-0.5	-7.0	-3.4	i	1.0	-0.9	5.3	9.6	-1.5
Nc1ccc(-c2nc3ccc(N)cc3o2)cc1	4.8*	-0.3	-2.0	i	-1.1	-0.8	-11.2	2.1	-3.8
COc1ccc(C(CNC(=O)c2ccc(N3CCCC3=O)cc2)N2CCCC2)cc1 (configuration not stated)	0.3	-5.1	-3.4	i	-1.7	-3.6	-7.4	-3.3	1.8
CC(=O)N[C@@H](Cc1c[nH]c2ccccc12)C(=O)NCCc1ccc(S(N)(=O)=O)cc1	-0.8	-3.5	-0.8	i	-3.3	-0.1	-3.9	19.4	-7.4
Cc1ccc(NC(=O)COC(=O)CCc2c[nH]c3ccccc23)cc1	0.1	0.2	4.9	i	0.0	-4.9	-0.7	15.4	2.4
CCOc1ccc2c(c1)c1nc3ccccc3nc1n2C	1.2	-21.1	-7.3	i	-2.3	8.9	18.1	-10.7	-0.7
O=C(Nc1ccc(-c2nnc(-c3ccccc3)o2)cc1)C(F)(F)F	0.2	-7.8	-4.5	i	1.3	-13.9	-3.3	-10.2	1.9
C=C(C)COc1ccc(-c2nc(N)nc(C)c2-c2ccc(OC)cc2)c(O)c1	1.6	13.2	-7.6	i	-11.6	-3.3	32.5	10.8	1.1
COc1cccc2cc(C(=O)n3ccc(C)n3)c(=O)oc12	1.4	-7.9	-3.9	i	3.3	-1.5	-13.2	-3.0	1.8

Reformatted with values under each structure: part of the list above
Values in the order – MsrA inhibitor	FAS-TE inh	bovine MsrA act	Neddyl block	MT1-MMP act inh	NRP1-CendR mod	eLon inh	SKN-1 block	Rin1 Abl inh
Cc1ccc(NC(=O)COC(=O)CCc2c[nH]c3ccccc23)cc1
    0.1	0.2	4.9	i	0.0	-4.9	-0.7	15.4	2.4
CCOc1ccc2c(c1)c1nc3ccccc3nc1n2C
    1.2	-21.1	-7.3	i	-2.3	8.9	18.1	-10.7	-0.7
O=C(Nc1ccc(-c2nnc(-c3ccccc3)o2)cc1)C(F)(F)F
    0.2	-7.8	-4.5	i	1.3	-13.9	-3.3	-10.2	1.9
C=C(C)COc1ccc(-c2nc(N)nc(C)c2-c2ccc(OC)cc2)c(O)c1
    1.6	13.2	-7.6	i	-11.6	-3.3	32.5	10.8	1.1
COc1cccc2cc(C(=O)n3ccc(C)n3)c(=O)oc12
    1.4	-7.9	-3.9	i	3.3	-1.5	-13.2	-3.0	1.8

Additional compounds follow.
SMILES	MsrA inhibitor	FAS-TE inh	bovine MsrA act	Neddyl block	MT1-MMP act inh	NRP1-CendR mod	eLon inh	SKN-1 block	Rin1 Abl inh
CCCCN(C(=O)c1ccc(S(=O)(=O)N(C)c2ccccc2)cc1)c1c(N)n(CCC)c(=O)[nH]c1=O	-0.6	-1.2	0.7	i	2.0	-3.3	-4.0	28.8	1.6
CC(C)c1ccc(NC(=S)NC2CCCCCC2)cc1	-0.5	16.4	-1.5	i	1.4	9.0	3.6	0.5	0.1
c1ccc(CNc2ncnc3c2oc2ccccc23)nc1	-0.1	-4.7	-1.2	i	-3.0	7.5	2.9	12.7	-1.7
O=c1[nH]c(C2C3CC4CC(C3)CC2C4)nc2ccccc12 (configuration not stated)	-0.8	-9.8	-3.8	i	-4.1	-4.4	1.4	-0.3	-1.9
COc1ccccc1N1CCN(C(=O)c2cc(=O)c3ccc(C)cc3o2)CC1	1.0	-5.4	0.3	i	-3.0	-3.7	-4.3	17.9	0.3
COC(=O)c1c(NC(=O)CN2CCN(c3ncccn3)CC2)sc(C(N)=O)c1C	0.9	-5.1	-6.7	i	-1.0	-27.3	-12.3	-7.5	6.6
O=C(CN1C(=O)NC(c2ccccc2)(c2ccccc2)C1=O)NC1CCCC1	-0.2	-3.0	-4.4	i	-4.5	12.5	-5.7	-2.5	0.8
CCc1cc(S(=O)(=O)N2CCN(C(=O)c3ccco3)CC2)ccc1OC	-0.8	-1.1	-1.2	i	-4.9	3.4	3.6	7.5	-1.7
COC(=O)CC(NC(=O)CN1CCN(c2ccc(F)cc2)CC1)c1cccc(F)c1 (configuration not stated)	1.1	-2.8	0.9	i	2.8	6.9	-4.4	5.0	-1.7
O=C1NC2(CCCCCC2)C(=O)N1Cc1ccccc1Cl	2.8	3.1	0.7	i	0.3	2.7	-2.6	17.8	-0.3
Cc1cc(=O)n(C)c2ccc(S(=O)(=O)N3CCOCC3)cc12	0.3	-7.9	1.5	i	0.8	11.0	-2.5	12.2	-2.0
COc1ccc(Br)cc1/C=C/C(=O)c1ccc(NC(C)=O)cc1	2.2	-6.7	-11.1	i	3.5	8.4	-5.0	7.1	1.6
